Bioassay records as filed in PubChem BioAssay.
Myeloid diff MLP = induction of myeloid progenitor differentiation, primary screen, cell-based, flow cytometry, MLPCN library | 360,000 compounds, 1% hits | AID 624256, 2012 | calls only at 10 µM | ER-HoxA9 myeloid progenitors, lysozyme-GFP differentiation;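 active means normalized GFP-positive differentiation at or above the plate's own cutoff, the solvent-only control mean plus 3 SD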;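 further: cells exposed to compound for four days before flow analysis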
HIV peptide binding = inhibitors of HIV fusion peptide binding, primary screen, biochemical, uHTS, fluorescence dequenching (AID 1986) | 290,000 compounds, 0.3% hits | cell-free peptide binding, fluorescence dequenching, 30 min; higher % means a stronger effect | inhibition, % at 20 µM; hits with a dose series show IC50 in µM; in the data active means inhibition mostly above about 52%, no sharp cut-off; inactive means mostly below about 76%; further: some results filed as inactive read as strong as hits
Siah-1 displacement = Siah-1 peptide-binding antagonists, primary screen, biochemical, fluorescence polarization, rhodamine-plectin, uHTS (AID 1817); E3 ubiquitin-protein ligase SIAH1 (Homo sapiens); Siah-1 / rhodamine-plectin peptide fluorescence polarization; higher % means a stronger effect; one-dose displacement, % at 20 µM; IC50 in µM for titrated hits; 290,000 compounds, 0.02% hits;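 active means displacement of at least 50% at 20 µM, with a fluorescence ratio check between 0.3 and a set limit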;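 further: plate controls were Siah plus tracer with DMSO for no effect and tracer alone without Siah for full effect; strong numbers were not always called active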
LYP phosphatase = inhibitors of LYP phosphatase, biochemical, fluorescence intensity, uHTS (AID 1779); recombinant LYP phosphatase, fluorescence intensity; higher % means a stronger effect; inhibition, % at 11.5 µM, or IC50 in µM where a hit was titrated; 290,000 compounds, 0.054% hits;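 further: plate controls were vehicle with enzyme for no effect and no enzyme for full effect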
Salmonella PhoP GFP = inhibitors of PhoP regulon expression, primary screen, Salmonella Typhimurium, GFP reporter (AID 1863); 300,000 compounds, 0.16% hits; one-dose inhibition, % at 50 µM; IC50 in µM for titrated hits; S. Typhimurium PhoP-regulated promoter GFP reporter, 4 h; higher % means a stronger effect;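 active means inhibition over 29.93%, a cutoff 3 SD above the screen mean, later confirmed by dose response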;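 further: 0% = low Mg2+ inducing control and 100% = high Mg2+ repressing control; strong numbers were not always called active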
NOD2 inhibition = NOD2 signaling inhibitors, cell-based, luminescence, uHTS, HEK293 (AID 1566). HEK293 NOD2/NF-kB luciferase reporter, luminescence; higher % means a stronger effect. inhibition, % at 4 µM, or EC50 in µM where a hit was titrated. 290,000 compounds, 0.63% hits; further: many of its hits are not listed in these tables
NOD1 inhibition = NOD1 signaling inhibitors, primary screen, cell-based, luminescence, uHTS (AID 1578); NOD1-driven NF-kB luciferase reporter cells, luminescence; higher % means a stronger effect; 290,000 compounds, 1% hits; one-dose inhibition, % at 4 µM; EC50 in µM for titrated hits; in the data active means inhibition mostly above about 36%, no sharp cut-off; inactive means mostly below about 34%;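 further: HEK-293T reporter cells stimulated with the NOD1 agonist gamma-tri-DAP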
KOR beta-arrestin-1 = KOR antagonists, beta-arrestin recruitment, cell-based, luminescence, uHTS (AID 1778); Kappa-type opioid receptor (Homo sapiens); KOR beta-arrestin recruitment, luminescence, antagonist mode; higher % means a stronger effect; 290,000 compounds, 0.091% hits; one-dose inhibition, % at 10 µM; IC50 in µM for titrated hits; further: strong numbers were not always called active
KOR beta-arrestin-2 = KOR agonists, beta-arrestin recruitment, primary screen, cell-based, luminescence, uHTS (AID 1777). Kappa-type opioid receptor (Homo sapiens). KOR beta-arrestin recruitment, luminescence; higher % means a stronger effect. one-dose activation, % at 10 µM; EC50 in µM for titrated hits. 280,000 compounds, 0.02% hits; in the data active means activation above about 50%, passing the limit was not always enough; further: a part of the inactive calls stands beside numbers as strong as those of hits
Myeloid diff MLP GFP+ MAC1+ % = recorded beside Myeloid diff MLP, whose call it bears; GFP+ MAC1+ double positive, %; measured here: differentiation confirmed by MAC1 staining
* marks the source's active call; other numbers are inactive results; [ ] = dose if it differs, or a comment. Unless noted, no stated cut-off is given here; in the data, active means inhibition above about 50%; inactive means the rest. A portion of the library; rates above refer to the full screens.

CCOC(=O)N1CCN(C(=O)c2c(-c3c(Cl)cccc3Cl)noc2C)CC1 was read as Myeloid diff MLP inactive, HIV peptide binding 0.0%, Siah-1 displacement -5%, LYP phosphatase -8%, Salmonella PhoP GFP 6%, NOD2 inhibition -6%, NOD1 inhibition 4%, KOR beta-arrestin-1 -25%, KOR beta-arrestin-2 2.6% and Myeloid diff MLP GFP+ MAC1+ % 1.3.
Screening COc1cc2c(cc1OC)C(C)N(C(=O)c1cc3c(=O)oc4ccc(C)cc4c3s1)CC2 (stereo not drawn) returned Myeloid diff MLP inactive, HIV peptide binding 0.7%, Siah-1 displacement 6%, LYP phosphatase -6%, Salmonella PhoP GFP 0%, NOD2 inhibition -4%, NOD1 inhibition -15%, KOR beta-arrestin-1 -8%, KOR beta-arrestin-2 -1.3% and Myeloid diff MLP GFP+ MAC1+ % 1.0.
`C=CCn1c(=NC(=O)c2ccco2)sc2cc(C(=O)OC)ccc21` gave Myeloid diff MLP inactive, HIV peptide binding 3.7%, Siah-1 displacement 12%, LYP phosphatase -1%, Salmonella PhoP GFP -9%, NOD2 inhibition -10%, NOD1 inhibition -30%, KOR beta-arrestin-1 8%, KOR beta-arrestin-2 -6.8% and Myeloid diff MLP GFP+ MAC1+ % 1.1.
Cc1cc(C)n2nc(C(=O)Nc3nccs3)nc2n1 was read as Myeloid diff MLP inactive, HIV peptide binding -0.8%, Siah-1 displacement 0%, LYP phosphatase 1%, Salmonella PhoP GFP 2%, NOD2 inhibition -30%, NOD1 inhibition -24%, KOR beta-arrestin-1 20%, KOR beta-arrestin-2 -3.5% and Myeloid diff MLP GFP+ MAC1+ % 10.
CCN(CC)C(=O)CSc1nc2ccccc2c(=O)n1OC(C)C was read as Myeloid diff MLP active, HIV peptide binding -1.8%, Siah-1 displacement 4%, LYP phosphatase -6%, Salmonella PhoP GFP -3%, NOD2 inhibition 7%, NOD1 inhibition 8%, KOR beta-arrestin-1 -36%, KOR beta-arrestin-2 -1.1% and Myeloid diff MLP GFP+ MAC1+ % 3.1*.
CN(Cc1ccccc1)c1nc2c(c(=O)n(C)c(=O)n2C)n1CCCc1ccccc1 was read as Myeloid diff MLP inactive, HIV peptide binding -0.4%, Siah-1 displacement -1%, LYP phosphatase 4%, Salmonella PhoP GFP -5%, NOD2 inhibition 2%, NOD1 inhibition 10%, KOR beta-arrestin-1 -20%, KOR beta-arrestin-2 -1.2% and Myeloid diff MLP GFP+ MAC1+ % 0.7.
O=C(NCC1CCCO1)c1ccccc1-c1nc(-c2ccccc2)no1 (stereo not drawn) was read as Myeloid diff MLP inactive, HIV peptide binding -2.8%, Siah-1 displacement 3%, LYP phosphatase -1%, Salmonella PhoP GFP -8%, NOD2 inhibition -16%, NOD1 inhibition -16%, KOR beta-arrestin-1 10%, KOR beta-arrestin-2 3.1% and Myeloid diff MLP GFP+ MAC1+ % 2.1.
CC1CCCCN1S(=O)(=O)c1ccc(C(=O)Nc2nnc(-c3cccs3)o2)cc1 (stereo not drawn) was read as Myeloid diff MLP inactive, HIV peptide binding 0.9%, Siah-1 displacement -4%, LYP phosphatase 0%, Salmonella PhoP GFP -14%, NOD2 inhibition 47%, NOD1 inhibition 60%, KOR beta-arrestin-1 -62%, KOR beta-arrestin-2 5.9% and Myeloid diff MLP GFP+ MAC1+ % 5.8.
Screening N#Cc1c(NC(=O)C2CC(Cl)=CCC2C(=O)O)sc2c1CCCCC2 (stereo not drawn) returned Myeloid diff MLP inactive, HIV peptide binding 22%, Siah-1 displacement 7%, LYP phosphatase -2%, Salmonella PhoP GFP 0%, NOD2 inhibition 18%, NOD1 inhibition -18%, KOR beta-arrestin-1 -63%[20 µM], KOR beta-arrestin-2 0.4% and Myeloid diff MLP GFP+ MAC1+ % 0.3.
Screening CC(C)OC(=O)c1nnc(-c2ccccc2)nc1OC(C)C returned Myeloid diff MLP inactive, HIV peptide binding 0.4%, Siah-1 displacement 1%, LYP phosphatase -5%, Salmonella PhoP GFP -10%, NOD2 inhibition -3%, NOD1 inhibition -5%, KOR beta-arrestin-1 -26%, KOR beta-arrestin-2 3.2% and Myeloid diff MLP GFP+ MAC1+ % 0.5.
For Cc1c(NC(=O)c2ccc(Cl)c(S(=O)(=O)N3CCCCC3)c2)c(=O)n(-c2ccccc2)n1C the results were Myeloid diff MLP inactive, HIV peptide binding 3.7%, Siah-1 displacement 3%, LYP phosphatase -3%, Salmonella PhoP GFP -5%, NOD2 inhibition 3%, NOD1 inhibition -22%, KOR beta-arrestin-1 -1%, KOR beta-arrestin-2 -5.5% and Myeloid diff MLP GFP+ MAC1+ % 0.4.
Screening O=C(Nc1ccc(Cl)cc1)C(c1ccccc1)N(CCO)CCO (stereo not drawn) returned Myeloid diff MLP inactive, HIV peptide binding 1.0%, Siah-1 displacement 2%, LYP phosphatase -5%, Salmonella PhoP GFP 0%, NOD2 inhibition -14%, NOD1 inhibition -23%, KOR beta-arrestin-1 2%, KOR beta-arrestin-2 8.4% and Myeloid diff MLP GFP+ MAC1+ % 0.6.
Screening CC(C)C(NC(=O)c1c(F)cccc1F)C(=O)NCCc1ccc(S(N)(=O)=O)cc1 (stereo not drawn) returned Myeloid diff MLP inactive, HIV peptide binding 0.7%, Siah-1 displacement 12%, LYP phosphatase -8%, Salmonella PhoP GFP -2%, NOD2 inhibition 11%, NOD1 inhibition 6%, KOR beta-arrestin-1 -17%, KOR beta-arrestin-2 -1.1% and Myeloid diff MLP GFP+ MAC1+ % 2.0.
For COc1cc(/C=N/NC(=S)NC2CC3C=CC2C3)cc(OC)c1OC (stereo not drawn) the results were Myeloid diff MLP inactive, HIV peptide binding -0.4%, Siah-1 displacement 2%, LYP phosphatase 8%, Salmonella PhoP GFP -9%, NOD2 inhibition -17%, NOD1 inhibition -8%, KOR beta-arrestin-1 20%, KOR beta-arrestin-2 -2.2% and Myeloid diff MLP GFP+ MAC1+ % 0.4.
`Cc1ccc(-n2nnnc2SCC(=O)Nc2ccccc2-c2ccccc2)cc1C` gave Myeloid diff MLP inactive, HIV peptide binding 0.5%, Siah-1 displacement -3%, LYP phosphatase -4%, Salmonella PhoP GFP -6%, NOD2 inhibition 3%, NOD1 inhibition 22%, KOR beta-arrestin-1 2%, KOR beta-arrestin-2 2.2% and Myeloid diff MLP GFP+ MAC1+ % 0.4.
For Fc1ccc(CNCC2CCCO2)cc1 (stereo not drawn) the results were Myeloid diff MLP inactive, HIV peptide binding 0.8%, Siah-1 displacement -4%, LYP phosphatase -11%, NOD2 inhibition 4%, NOD1 inhibition 2%, KOR beta-arrestin-1 -31%[20 µM], KOR beta-arrestin-2 0.4% and Myeloid diff MLP GFP+ MAC1+ % 0.6.
Screening NC(=O)Nc1ccc2c(c1)OCCO2 returned Myeloid diff MLP inactive, HIV peptide binding 0.3%, Siah-1 displacement 2%, LYP phosphatase -4%, Salmonella PhoP GFP 1%, NOD2 inhibition 1%, NOD1 inhibition -34%, KOR beta-arrestin-1 -6%, KOR beta-arrestin-2 0.6% and Myeloid diff MLP GFP+ MAC1+ % 0.8.
COc1cccc(OCCOc2c(OC)cccc2OC)c1 was read as Myeloid diff MLP inactive, HIV peptide binding 0.1%, Siah-1 displacement -3%, LYP phosphatase -17%, Salmonella PhoP GFP 8%, NOD2 inhibition 0%, NOD1 inhibition -11%, KOR beta-arrestin-1 26%, KOR beta-arrestin-2 5.8% and Myeloid diff MLP GFP+ MAC1+ % 0.9.
COc1ccc(C)cc1-n1nnnc1SCc1cn2ccsc2n1 was read as Myeloid diff MLP inactive, HIV peptide binding 0.2%, Siah-1 displacement 2%, LYP phosphatase -13%, Salmonella PhoP GFP 4%, NOD2 inhibition -12%, NOD1 inhibition -24%, KOR beta-arrestin-1 -2%, KOR beta-arrestin-2 8.7% and Myeloid diff MLP GFP+ MAC1+ % 1.0.
Cc1cc(C)n(C(=O)CN2C(=O)COc3ccccc32)n1 was read as Myeloid diff MLP inactive, HIV peptide binding -0.2%, Siah-1 displacement -4%, LYP phosphatase -6%, Salmonella PhoP GFP -4%, NOD2 inhibition -2%, NOD1 inhibition 7%, KOR beta-arrestin-1 -33%, KOR beta-arrestin-2 -2.8% and Myeloid diff MLP GFP+ MAC1+ % 5.4.
`O=C(NCCCn1ccnc1)c1nc(Cn2ccc([N+](=O)[O-])n2)no1` gave HIV peptide binding -1.2%, Siah-1 displacement 0%, LYP phosphatase -7%, Salmonella PhoP GFP 0%, NOD2 inhibition 27%, NOD1 inhibition -23%, KOR beta-arrestin-1 -26% and KOR beta-arrestin-2 -1.4%.
CCCSc1nnc(Nc2ccccc2C)s1 was read as Myeloid diff MLP inactive, HIV peptide binding -1.0%, Siah-1 displacement 0%, LYP phosphatase -7%, Salmonella PhoP GFP 4%, NOD2 inhibition -52%, NOD1 inhibition -3%, KOR beta-arrestin-1 -3%, KOR beta-arrestin-2 3.0% and Myeloid diff MLP GFP+ MAC1+ % 0.8.
For C/C(=C\C(=O)Nc1nccs1)c1ccccc1 the results were Myeloid diff MLP inactive, HIV peptide binding 1.5%, Siah-1 displacement -1%, LYP phosphatase -1%, Salmonella PhoP GFP 11%, NOD2 inhibition -60%, NOD1 inhibition -34%, KOR beta-arrestin-1 -3%, KOR beta-arrestin-2 3.8% and Myeloid diff MLP GFP+ MAC1+ % 0.8.
`CC(NCc1ccc(OCC(N)=O)cc1)C12CC3CC(CC(C3)C1)C2` (stereo not drawn) gave Myeloid diff MLP inactive, HIV peptide binding 1.3%, Siah-1 displacement 7%, LYP phosphatase -4%, Salmonella PhoP GFP 3%, NOD2 inhibition -25%, NOD1 inhibition -40%, KOR beta-arrestin-1 -24%[20 µM], KOR beta-arrestin-2 0.0% and Myeloid diff MLP GFP+ MAC1+ % 0.3.
Screening CN(CC(=O)NC1CC(C)(C)NC(C)(C)C1)S(=O)(=O)c1cc(Cl)ccc1Cl returned Myeloid diff MLP inactive, HIV peptide binding -0.6%, Siah-1 displacement 5%, LYP phosphatase -3%, Salmonella PhoP GFP 3%, NOD2 inhibition 4%, NOD1 inhibition -9%, KOR beta-arrestin-1 -6%, KOR beta-arrestin-2 -0.7% and Myeloid diff MLP GFP+ MAC1+ % 0.5.
